Screens from PubChem BioAssay.
FLuc modulator: counter-screen for miR-21 project: firefly luciferase inhibitors or activators; P08659; purified FLuc, Km substrates, luminescence inhibition; Potency, µM (doses to about 57.5 µM), for inactives: top-dose activity change, negative = inhibition, actives largely listed as inhibitors; hit rate 6.9% among 360,000;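 note: potency is the fitted concentration of half-maximal effect; plate controls were vehicle for no effect and reference inhibitor for full effect; nearly all actives have a fitted effect of over 55% in size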
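Purified P. pyralis luciferase (10nM final) with 10uM D-luciferin and 10uM ATP (Km levels) in 50mM Tris acetate pH 7.5, 10mM Mg acetate, 0.01% Tween-20, 0.05% BSA; qHTS 6-point titration, ~60 µM downward; luminescence read.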
MBNL1-CUG inh: inhibitors of human MBNL1 binding to CUG repeat RNA. Q9NR56. TR-FRET MBNL1-His/biotin-(CUG)12 binding, 665/545 ratio. Potency, µM (titrated, usually from 57.5 µM), for the others: at the highest dose activity change, negative = inhibition, actives largely listed as inhibitors. hit rate 0.036% among 280,000; active = well fitted inhibition curve with a large enough effect in the signal ratio, with a control signal flat, not every such curve was filed as active; inconclusive = small, poorly fitted or top-dose-only effect, or effect the other way, or a change in a side signal; inactive = no such curve, though single readings can be large or run the other way; the % refers to the signal ratio; note: potency is the fitted concentration of half-maximal effect; % is set by controls: 0 for no effect and ±100 for the full control effect
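TR-FRET between His-tagged MBNL1 and biotin-(CUG)12 RNA, detected with Tb anti-His antibody (0.055 ng/ul) and streptavidin-XL665 (5 nM), 60 min at room temperature. Compounds titrated 92 nM to 58 uM; 665/545 nm ratio normalized to buffer and complex controls.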
Mito fusion yeast: inhibitors of mitochondrial division or activators of mitochondrial fusion; S. cerevisiae fusion-defective mutant growth rescue, CellTiterGlo 48 h; Potency, µM (top dose mostly 46.1 µM), inactives show at the highest dose growth rescue (activation), most hits filed as activators; hit rate 0.23% among 320,000; AID 485298;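 note: potency is the fitted concentration of half-maximal effect; % of control where 0% means no effect; nearly all actives have a fitted effect of over 45% in size; temperature-sensitive fusion mutants such as fzo1-1 at 37 °C on non-fermentable ethanol glycerol medium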
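Luminescent cell viability in 1536-well qHTS format served as the measure of rescued growth in ts fusion-mutant S. cerevisiae cultured on non-fermentable YPEG for 48 hours at 37C.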
VP16 counter: inhibits Gal4-VP16 luciferase reporter, ROR gamma counter-screen. Drosophila S2 Gal4-VP16 UAS-luciferase, luminescence, 20 h. Potency, µM (top dose mostly 53.6 µM), inactives show at the top dose activity, negative = inhibition, actives largely listed as inhibitors. hit rate 3.5% among 310,000. AID 2546;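 note: Gal4-VP16 expression switched on by copper sulfate through the metallothionein promoter; potency is the fitted concentration of half-maximal effect; % is set by controls: 0 for no effect and ±100 for the full control effect; nearly all actives have a fitted effect of over 50% in size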
Rab9 prom act: activators of Rab9 promoter. AID 485297. hit rate 2.8% among 320,000. Huh7 Rab9 promoter-luciferase reporter, luminescence, 24 h. Potency, µM (doses to about 9.22 µM), for inactives: at the highest dose activation, negative = inhibition, usual class: activators; note: potency is the fitted concentration of half-maximal effect; % of control where 0% means no effect; nearly all actives have a fitted effect of over 60% in size
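Stable Rab9-luc Huh7, 1500 cells/well, 2 h settle; cmpd in DMSO, 24 h, 37 °C/5% CO2; luciferase reagent 10 min RT; luminescence.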
NPC1 promoter act: NPC1 promoter activation | Huh7 NPC1 promoter luciferase reporter, 24 h | Potency, µM (doses to about 9.22 µM), for inactives: top-dose activation, most hits filed as activators | hit rate 2.4% among 320,000 | AID 485313;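 note: potency is the fitted concentration of half-maximal effect; % of control where 0% means no effect; nearly all actives have a fitted effect of over 60% in size; reporter is driven by a mutant NPC1 promoter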
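Huh7 cells stably carrying NPC1 promoter–luciferase, plated in Opti-MEM with 10% FBS for 2 h, were exposed to compound in DMSO for 24 h at 37 °C; luciferase reagent was added for 10 min and luminescence read.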
KCNH2 3.1 block: inhibitors of human KCNH2 3.1 potassium channel isoform; hit rate 0.95% among 340,000; activity change, % (tested at about 1.8 µM); U2OS KCNH2 3.1, thallium flux FluxOr; stronger effect = lower value;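 active = maximum activity change below -70%; inconclusive = maximum activity change from -70% to -50%; inactive = maximum activity change above -50%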;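 note: thallium influx rate constant from kinetic fluorescence after stimulation buffer; % is set by controls: 0 for no effect and ±100 for the full control effect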
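Virally transduced U2OS (3.1 isoform, 4 h infection in dark at RT) → overnight 37 C → FluxOr + Red40 in HBSS/HEPES, 45 min → stimulation buffer, 2 min kinetic read → rate constant vs DMSO controls.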
RORgamma inh: ROR gamma (mouse) transcription inhibition; Potency, µM (series often up to 53.6 µM), inactives show top-dose activity change, negative = inhibition, actives largely listed as inhibitors; P51450; AID 2551; Drosophila S2 Gal4-RORgamma UAS-luciferase reporter, 20 h; hit rate 5.4% among 310,000; note: potency is the fitted concentration of half-maximal effect; % is set by controls: 0 for no effect and ±100 for the full control effect; nearly all actives have a fitted effect of over 60% in size
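ROR gamma transcriptional activity was tracked as Gal4-UAS luciferase output in stably transfected Drosophila Schneider cells, with compound added 1 hr before 700 uM copper sulfate induction and a 20 hr ambient-temperature incubation.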
ELG1 repair inh: inhibitors of ELG1-dependent DNA repair in HEK293T cells. HEK293T ELG1-luciferase reporter, luminescence, 16 h; DNA damage induced by 5-fluorouridine. hit rate 2.3% among 330,000. AID 504467. Potency, µM (highest dose often 46.1 µM), for the others: at the top dose activity change, negative = inhibition, actives largely listed as inhibitors; note: potency is the fitted concentration of half-maximal effect; % is set by controls: 0 for no effect and ±100 for the full control effect; nearly all actives have a fitted effect of over 55% in size
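Quantitative HTS, concentration-response format. 2,000 cells/well co-treated with 5-fluorouridine and compound, 16 hr in 5% CO2 at 37 °C; ONE-Glo luminescence read after 30 min.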
Menin MLL FP TR: inhibitors of human menin-MLL interaction, mutant MLL peptide | Potency, µM (titrated, usually from 61.6 µM), for inactives: at the highest dose FP activity change, negative = inhibition, usual class: inhibitors | Menin + Texas Red MLL mutant peptide, fluorescence polarization | hit rate 0.23% among 270,000 | O00255; active = well fitted inhibition curve with a large enough effect in the polarisation, with a control signal flat, not every such curve was filed as active; inconclusive = small, poorly fitted or top-dose-only effect, or effect the other way, or a change in a side signal; inactive = no such curve, though single readings can be large or run the other way; the % refers to the polarisation; note: potency is the fitted concentration of half-maximal effect; % of control where 0% means no effect; many of its hits are not listed in these tables
Target sequence (O00255 whole entry, looked up): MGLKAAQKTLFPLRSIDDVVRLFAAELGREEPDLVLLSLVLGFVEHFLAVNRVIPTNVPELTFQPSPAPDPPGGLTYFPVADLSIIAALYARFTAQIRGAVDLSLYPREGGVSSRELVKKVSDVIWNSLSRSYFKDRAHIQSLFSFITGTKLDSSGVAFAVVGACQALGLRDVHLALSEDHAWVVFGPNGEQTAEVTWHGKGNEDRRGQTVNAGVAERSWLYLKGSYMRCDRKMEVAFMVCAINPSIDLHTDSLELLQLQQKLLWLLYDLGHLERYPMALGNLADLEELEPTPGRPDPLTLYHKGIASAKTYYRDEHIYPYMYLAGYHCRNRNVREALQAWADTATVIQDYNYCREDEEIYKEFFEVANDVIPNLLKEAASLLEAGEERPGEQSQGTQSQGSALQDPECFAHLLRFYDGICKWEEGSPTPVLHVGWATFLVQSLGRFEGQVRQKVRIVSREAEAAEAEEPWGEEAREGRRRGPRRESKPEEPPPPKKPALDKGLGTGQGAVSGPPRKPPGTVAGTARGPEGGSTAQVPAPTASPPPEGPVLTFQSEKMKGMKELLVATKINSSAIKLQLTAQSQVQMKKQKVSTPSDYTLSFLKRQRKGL
PKM2 activator: PKM2 (human) enzyme activation. purified PKM2, Kinase-Glo ATP luminescence, activation; response scale: 0% is enzyme alone, no compound. Potency, µM (highest dose often 57.5 µM), for the others: at the top dose activation, usual class: activators. hit rate 0.34% among 260,000; note: potency is the fitted concentration of half-maximal effect; % is set by controls: 0 for no effect and ±100 for the full control effect; nearly all actives have a fitted effect of over 55% in size
Target sequence (P14618 whole entry, looked up): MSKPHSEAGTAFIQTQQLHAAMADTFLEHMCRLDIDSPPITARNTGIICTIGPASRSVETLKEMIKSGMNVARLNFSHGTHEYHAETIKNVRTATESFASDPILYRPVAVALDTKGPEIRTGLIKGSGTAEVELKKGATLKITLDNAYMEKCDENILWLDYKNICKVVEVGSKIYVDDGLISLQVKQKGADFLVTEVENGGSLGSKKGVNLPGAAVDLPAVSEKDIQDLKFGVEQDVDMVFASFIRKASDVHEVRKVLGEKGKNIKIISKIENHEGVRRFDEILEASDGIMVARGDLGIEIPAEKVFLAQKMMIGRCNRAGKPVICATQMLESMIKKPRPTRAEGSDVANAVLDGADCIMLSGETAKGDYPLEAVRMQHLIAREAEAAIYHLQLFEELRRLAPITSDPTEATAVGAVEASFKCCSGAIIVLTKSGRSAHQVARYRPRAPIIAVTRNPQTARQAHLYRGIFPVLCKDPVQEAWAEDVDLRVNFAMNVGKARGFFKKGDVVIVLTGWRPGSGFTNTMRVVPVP
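Purified hPK-M2 (>95% pure) converted ADP (0.1 mM final) to ATP with 0.5 mM PEP in 50 mM imidazole pH7.2, KCl, MgCl2, Tween 20, BSA; 1 h at room temperature. ATP detected by Kinase-Glo luminescence.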
Numbers without * were called inactive; u = inconclusive; x = not tested or not shown; [ ] = dose if it differs, or a comment. Unless noted, calls come from the whole dose curve; as a rule, active = well fitted curve in the direction sought with a large enough effect; inconclusive = small, poorly fitted or top-dose-only effect, or another doubt; inactive = no such curve, though single readings can be large; an effect the other way counts as inactive or inconclusive. A portion of the library; rates above refer to the full screens.

SMILES	FLuc modulator	MBNL1-CUG inh	Mito fusion yeast	VP16 counter	Rab9 prom act	NPC1 promoter act	KCNH2 3.1 block	RORgamma inh	ELG1 repair inh	Menin MLL FP TR	PKM2 activator
Cc1cccc(C)c1NC1=NC2(CCCCC2)N=C(N)N1	-2%	-12%	0%	-7%	6%	10%	-10	-19%	19%	-2%	-9%
Cc1ccc(S(=O)(=O)N2CCOCC2)cc1NC(=O)COC(=O)c1cccnc1Cl	4%	1%	-2%	-10%	12%	-1%	5	17%	-10%	4%	7%
Cc1c(C(=O)NCc2ccccc2CN2CCCC2)oc2c(F)cccc12	-1%	x	1%	x	1%	-4%	u	x	-6%	x	x
COC(=O)CSc1nc(N)c(C#N)c(-c2ccc(O)cc2)c1C#N	4%	x	-2%	-3%	-4%	0%	-3	-1%	u	x	0%
C/C(=N\OCC(=O)N/N=C/c1ccccc1)c1cccs1	u	4%	-2%	8%	-2%	-1%	-1	22%	-12%	-5%	2%
COc1ccc(C(=O)NCC(=O)OCC(=O)c2ccc3c(c2)NC(=O)CO3)cc1	-8%	-6%	3%	4%	0%	-2%	-13	3%	u	10%	-4%
CCCN(CCC)S(=O)(=O)c1ccc(C(=O)N2CCN(C)CC2)cc1	-2%	-22%	0%	-9%	-4%	-1%	-30	-1%	u	-2%	-2%[11.5 µM]
CCOC(=O)c1[nH]cnc1C(=O)Nc1cccc(Cl)c1	-1%	21%	-2%	4%[10 µM]	-5%[1.84 µM]	-3%	18	-5%	-1%	0%	1%
CCOc1ccc(C(=O)n2cc(C(=O)OC)c3ccccc32)cc1	-1%	-4%	1%	-1%	4%	-9%	-2	22%	u	-1%	6%[11.5 µM]
COc1ccccc1C(CC(=O)O)c1ccc2c(c1)OCO2 (stereo unspecified)	5%	-17%	-2%	-8%	0%	1%	1	7%	-1%	-11%	1%[11.5 µM]
O=C(/C=C/Nc1ccccc1Oc1ccccc1)c1ccco1	-26%	11%	3%	-7%	-4%	2%	-1	30%	-2%	u	-5%
Cc1ccc2nc(SCC(=O)Nc3c(C)n(C)n(-c4ccccc4)c3=O)[nH]c2c1	4%	-6%	-3%	-4%	-2%	-2%	-18	14%	18%	-2%	2%
Cc1ccc(NC(=O)CSc2nc3sc(C)cc3c(=O)n2C)cc1	1%	-2%	-6%	-24%	-8%	-2%	-4	u	-7%	-28%	3%
CCN(CC)CCSc1nc(O)c(-c2ccccc2)c(=O)[nH]1	9%	-2%	0%	-6%	8%	-7%	-10	-17%	2%	8%	-1%
Cc1ccc(S(=O)(=O)NCc2ccccc2)cc1C(=O)NCC1CCCO1 (stereo unspecified)	-1%	x	-5%	x	-1%	1%	1	x	8%	x	x
CC1=NN(c2cccc(F)c2)C(=O)/C1=C/c1ccc(N(C)C)cc1	5.4µM*	3%	0%	5%	6%	11%	-4	19%	-8%	22µM*	-2%[11.5 µM]
COc1cc2c(cc1OC)C(COc1ccccc1OC)N(C(=O)c1ccco1)CC2 (stereo unspecified)	-5%	-15%	21%	4%	-2%	-1%	-2	1%	u	-12%	-1%
COCCCn1cnc2c(c1=O)c1nc3ccccc3nc1n2-c1ccc(C)cc1	0%	u	1%	4%	-5%	-2%	1	2%	-8%	0%	0%
CCOC(=O)C1CCN(C(=O)CCc2ccc(S(=O)(=O)NC(C)C)cc2)CC1	2%	-3%	0%	-5%	-3%	-3%	10	7%[1.91 µM]	-7%	-1%	3%
C=CCn1c(SC/C=C/c2ccccc2)nnc1-c1sc(N)nc1C	1%	-4%	3%	1%	1%	0%	-29	u	-3%	3%	25%
COC(=O)c1c(NC(=O)CC2SC(N)=NC2=O)sc2c1CCC(C(C)(C)C)C2 (stereo unspecified)	u	-8%	16%	-26%	-3%	-4%	13	u	-3%	8%	0%
CC(=O)Oc1cccc(C(=O)Nc2cccc(C(=O)Nc3ccccc3C(=O)O)c2)c1	u	-6%	1%	-10%	6%	14%	-4	-2%	0%	53%[activator]	8%
Cc1ccc(OCc2cc(C(=O)N3CCCCCCC3)no2)cc1C	u	-1%	-2%	u	u	u	13	u	u	x	-18%
CSCCC(NS(=O)(=O)c1ccc(C)cc1)C(=O)N1CCN(C(C)=O)CC1 (stereo unspecified)	4%	x	1%	x	8%	4%	-8	x	4%	x	x
CCC(C(=O)NCCCc1ccccc1)n1nc(C)c2c(C)n(-c3ccccc3)nc2c1=O (stereo unspecified)	1%	-2%	-4%	0%	-7%	-4%	1	4%	u	x	x
CCN(CC)C(=O)c1sc2nc(-c3ccncc3)[nH]c(=O)c2c1C	-11%	-6%	-3%	-8%	-1%	-2%	-2	-9%	-1%	13%	-4%
CCOc1cc(/C=C2/N=C(c3ccc(C(C)(C)C)cc3)OC2=O)cc(Cl)c1OS(C)(=O)=O	-8%	-4%	2%	1%	4%	-5%	-15	8%	2%	30%	1%
Cc1ccc(S(=O)(=O)/N=C(\N)Nc2nc(C)c3cc(C)ccc3n2)cc1	u	2%	3%	-4%	9%	15%	-10	16%	-1%	u	1%
COc1ccc2oc(=O)c(-c3cn4ccc(C)cc4n3)cc2c1	u	u	2%	-16%	3.2µM*	u	-16	-5%	u	17%	1%
O=C(Nc1ccc(S(=O)(=O)Nc2ncccn2)cc1)c1cncc(Br)c1	1%	-11%	-4%	-1%	-1%	-3%	-17	19%	-3%	-5%	3%
COc1ccc(C(=O)CSc2nc(C)cc(C)n2)cc1[N+](=O)[O-]	-14%	u	-3%	8%	0%	3%	-3	1%	5%	5%	1%
O=C(O)c1ccc2c(c1)C(=O)N(NC(=O)c1ccccc1)C2=O	-14%	u	-2%	2%	0%	-5%	-8	-23%	18%	16%	-5%
CC1=C(C(=O)Nc2ccccc2C(F)(F)F)C(c2ccc(C)s2)NC(=S)N1 (stereo unspecified)	-1%	0%	-1%	-9%	1%	-1%	-5	u	1%	-16%	12%
Cc1cc(N2CCCCC2)nc2ccc(NC(=O)CCC(=O)NCCC(C)C)cc12	7.6µM*	-4%	-1%	-2%	3.2µM*	u	-15	22%	u	-2%	-4%
O=[N+]([O-])c1cc(S(=O)(=O)c2ccc(N3CCCCC3)c([N+](=O)[O-])c2)ccc1N1CCCCC1	-1%	-3%	-4%	-12%	-16%	-5%	-4	8%	-6%	10%	-2%
CN(CC(=O)NCCCN1CCOCC1)S(=O)(=O)c1ccc(F)cc1	3%	-9%	2%	12%	-2%	-6%	-9	-15%	14%	u	1%
c1coc(C2Nc3ccccc3-c3nc4ccccc4n32)c1 (stereo unspecified)	21µM*	6%	4%	-8%	u	u	6	0%	u	u	-9%
Cc1cnc(NC(=O)CC2OC(=O)c3ccccc32)s1 (stereo unspecified)	2%	x	-3%	x	-3%	-1%	-45	x	13%	x	x
CCCC(=O)N1CCN(c2ccc(NC(=O)C(C)(C)C)cc2)CC1	1%	-3%	-4%	-1%	4%	-6%	-6	12%	-1%	9%	-3%
CCN(CC(=O)Nc1ccc(OC)cc1)C(=O)CSCc1ccc(C)cc1	-1%	x	7%	x	-6%	-3%	15	x	u	x	x
CCOc1ccc(OCC)c(NC(=O)CC2Oc3ccc(C)cc3NC2=O)c1 (stereo unspecified)	1%	21%	0%	-3%	3%	-2%	-7	-9%	u	4%	0%
O=C(Cc1c[nH]c2ccccc12)N1CCN(S(=O)(=O)c2cccc(Cl)c2Cl)CC1	-2%	x	29%	x	-7%	2%	2	x	u	x	x
OC(CNC1CCCC1)COc1c(F)cc(Br)cc1F (stereo unspecified)	-1%	-4%	0%	2%	-4%	1%	-4	-24%	-6%	-5%	-2%
COc1cc(-c2nc(CN3CCCN(C(=O)c4ccco4)CC3)c(C)o2)ccc1F	-15%	u	-7%	-6%	3%	0%	-11	-8%	2%	5%	5%
COc1ccc(OC)c(C2/C(=C(\O)c3ccc4c(c3)OCCO4)C(=O)C(=O)N2CC2CCCO2)c1 (stereo unspecified)	0%	3%	0%	-1%	5%	-1%	x	-7%	1%	x	4%
COc1cc(S(=O)(=O)N2CCOCC2)ccc1NC(=O)COC(=O)COc1ccccc1	-1%	0%	-4%	7%	-3%	-3%	28	20%	-2%	16%	2%
Cc1nc(SCC(=O)Nc2cc(C(N)=O)cc(C(N)=O)c2)c2c(C)c(C)sc2n1	6%	124%[activator]	-4%	0%	1%	3%	-7	-43%	u	x	9%
CS(=O)(=O)N(CC(=O)Nc1ccc(F)cc1F)C1CCCCC1	1%	1%	-2%	5%	-1%	-2%	-5	2%	-12%	17%	0%
